Bioassay records deposited in PubChem BioAssay by several laboratories.
HSF-1 act: increases HSF-1 driven luciferase reporter signal | NIH3T3-HGL HSF-1 luciferase reporter, MG132, 8 h; 100% = twice DMSO control signal | activation, % at 9 µM | actives 1.7% (n = 300,000);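 active means mean replicate activation of at least 50% with a set share of replicates each reaching 50%; inconclusive means only one of those two conditions met; inactive means mean below 50% and too few replicates reaching it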;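 further: 0% = median of the neutral control wells and 100% = twice that signal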
GSK3B inh: human GSK3beta kinase inhibition; P49841; GST-GSK3beta kinase, ADP-Glo luminescence, 60 min; hits give low values; activity score (negative = inhibition), % at 10 µM; actives 0.038% (n = 300,000); AID 2097;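 active means more than half of replicate wells score below -50%, meaning over 50% inhibition versus plate controls; inconclusive means some replicates but at most half score below -50%; inactive means no replicate scores below -50%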;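 further: 0% = median DMSO wells and -100% = median GW8510 positive control wells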
Target sequence (P49841 whole entry, looked up): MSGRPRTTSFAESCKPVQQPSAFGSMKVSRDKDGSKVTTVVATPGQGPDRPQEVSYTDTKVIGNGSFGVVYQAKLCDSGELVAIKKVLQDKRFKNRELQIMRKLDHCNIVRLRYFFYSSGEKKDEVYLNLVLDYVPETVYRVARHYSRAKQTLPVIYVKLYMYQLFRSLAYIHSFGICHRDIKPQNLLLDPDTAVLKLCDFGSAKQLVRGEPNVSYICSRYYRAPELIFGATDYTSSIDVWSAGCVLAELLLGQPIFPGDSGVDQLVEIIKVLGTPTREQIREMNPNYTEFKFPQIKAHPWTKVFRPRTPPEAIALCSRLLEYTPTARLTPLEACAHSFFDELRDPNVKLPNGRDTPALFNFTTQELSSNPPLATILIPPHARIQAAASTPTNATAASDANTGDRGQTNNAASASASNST
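Assay system: GST-fused GSK3beta enzyme, cell-free / Medium: Tris pH 7.5 buffer with MgCl2, DTT, BSA, heparin / Also added: peptide substrate plus 25 µM ATP (final) / Compound: 10 µM single point / Timing: kinase reaction with compound 60 min at room temperature / Detection: ADP-Glo luminescence / Benchmarks: DMSO neutral wells and GW8510 at 20 µM as positive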
KLF5 inhibitor: kruppel-like factor 5 inhibition; AID 1700; inhibition, % at 5 µM; DLD-1 KLF5 promoter-luciferase reporter, luminescence; actives 0.23% (n = 290,000);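 active means inhibition above a per-plate limit of that plate's mean compound inhibition plus 3 SD, cut at about 60% in these data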;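 further: 0% = DMSO wells and 100% = LY294002 at 200 µM; higher means less KLF5 promoter-driven luciferase light; inactives centre near -14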
IEC-6 cytotox: kills IEC-6 intestinal cells in KLF5 counter-screen; inhibition, % at 5 µM; actives 0.78% (n = 290,000); AID 1825; IEC-6 cytotoxicity, luminescence viability; in the data active means inhibition above about 22%;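 further: 0% = plate median of test compound wells and 100% = cytotoxic reference compound wells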
AI-2 QS mod: modulators of Vibrio harveyi AI-2 quorum sensing system; Vibrio harveyi JMH597 AI-2 luminescence/OD600 ratio, 9 h; hits give low values; strain lacks LuxN and CqsS sensors; 0 = neutral-control median; actives 0.4% (n = 300,000); activity change, % at 7.5 µM; in the data active means activity change below about -75%, passing the limit was not always enough; inconclusive means no clear call, values can overlap the other calls;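 further: luminescence divided by OD600 gain over 9 h not by final OD600 alone; inactives centre near 13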
GSK3A inh: blocks human GSK-3 alpha kinase. ADP-Glo luminescence, 60 min. inhibition, % at 10 µM. AID 2650. P49840. actives 0.1% (n = 320,000);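 in the data active means inhibition above about 50%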;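 further: GST-tagged GSK-3 alpha with peptide substrate and 25 µM ATP; 0% = DMSO neutral wells and 100% = GW8510 positive control wells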
Target sequence (P49840 whole entry, looked up): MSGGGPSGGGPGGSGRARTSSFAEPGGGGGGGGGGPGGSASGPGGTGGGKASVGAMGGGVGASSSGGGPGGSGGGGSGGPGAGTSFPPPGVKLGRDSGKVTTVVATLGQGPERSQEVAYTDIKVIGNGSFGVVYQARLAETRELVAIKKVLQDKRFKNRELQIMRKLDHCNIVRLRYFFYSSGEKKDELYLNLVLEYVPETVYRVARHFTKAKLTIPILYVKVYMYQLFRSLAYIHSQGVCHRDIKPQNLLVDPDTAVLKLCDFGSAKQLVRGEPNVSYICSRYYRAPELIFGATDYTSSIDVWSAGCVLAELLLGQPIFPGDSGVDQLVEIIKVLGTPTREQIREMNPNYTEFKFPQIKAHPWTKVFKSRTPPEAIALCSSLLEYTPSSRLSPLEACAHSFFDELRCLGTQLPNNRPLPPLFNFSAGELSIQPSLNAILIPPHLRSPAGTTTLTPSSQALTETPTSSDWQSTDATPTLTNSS
PolyA inh: blocks polyadenylation in yeast reporter cells; calls only at 12 µM; S. cerevisiae SKY197-pL101 polyadenylation reporter, beta-gal luminescence; efflux-impaired pdr1/pdr3 knockout yeast; score 100 = 6 SD above DMSO; actives 0.02% (n = 300,000); AID 1875;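 active means lowest replicate activity score at least 50, where 100 means six control SD above control mean; inconclusive means lowest score under 50 but half or more replicates reach 50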;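 further: yeast exposed to compound for 9 h at 30 °C; higher score means more reporter readthrough which indicates perturbed polyadenylation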
HSP90 refold inh: HSP90 refolding inhibition in rabbit reticulocyte lysate; luciferase refolding luminescence, 3 h; inhibition, % at 5.6 µM; actives 0.91% (n = 290,000);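 active means inhibition above the screen-wide mean plus 3 SD, computed separately per campaign, cut at about 16% in these data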;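 further: 0% = DMSO wells and 100% = 60 µM geldanamycin wells; inhibitors lower the luminescence because luciferase stays unfolded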
HSF1 inhib: HSF1 inhibition | NIH3T3-HGL HSE-luciferase, MG132-induced, luminescence 8 h; hits give low values | activity change, negative = inhibition, % at 7.5 µM (by protocol) | actives 0.77% (n = 300,000) | AID 2098;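 active means more than half of replicate wells show activity change below -50%, luminescence cut by over half; inconclusive means some wells, but at most half, below -50%; inactive means no replicate well below -50%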;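 further: luciferase reports HSF-1 transcriptional activity via heat shock element; 0% = median of DMSO wells and -100% = zero luminescence signal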
aSyn UTR inh: MLPCN primary screen, SNCA 5' untranslated region | alpha-synuclein 5'UTR reporter, inhibitor activity | inhibition, % (tested at 7.5 µM) | actives 0.82% (n = 300,000) | AID 1813; in the data active means inhibition above about 60%; inconclusive means no clear call, values can overlap the other calls;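 further: H4 neuroglioblastoma cells stably carrying SNCA 5'UTR luciferase fusion; 0% = DMSO wells and 100% = positive control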
Numbers without * were called inactive; i = inactive; ? = inconclusive; · = not tested or not shown. A portion of the library (hit frequency here may not be typical).

cpd	canonical_smiles	AI-2 QS mod	aSyn UTR inh	PolyA inh	KLF5 inhibitor	IEC-6 cytotox	HSP90 refold inh	HSF-1 act	HSF1 inhib	GSK3A inh	GSK3B inh
1	Cc1cc(C)n2nc(SCN3C(=O)c4ccccc4C3=O)nc2n1	25	3	i	5	0	-2	5	8	-4	3
2	COc1ccc(C(=O)NNC(=O)c2ccc(C)cc2)cc1S(=O)(=O)N1CCCC1	16	22	i	-17	-4	-5	-3	-7	1	-1
3	CN(C)c1ccc(/C=C(\NC(=O)c2ccccc2)C(=O)NCc2ccncc2)cc1	10	17	i	6	3	4	-18	-5	-2	-1
4	CCN=C1S/C(=C\c2cc(OCC)c(O)cc2Br)C(=O)N1CC	22	21	i	-9	0	-1	8	2	1	1
5	C=CCOc1ccccc1CNc1cccc(F)c1	19	-49	i	-21	-1	-4	14	5	10	-1
6	COC(=O)C(O)(NC(=O)c1ccncc1)C(F)(F)F (centres undefined)	33	17	i	-17	-11	-1	-8	-7	-3	1
7	CCC(=O)Nc1nc(OC)cc(OC)n1	?	-15	i	-31	3	0	8	-6	2	3
8	Cc1cccc(CC(=O)N2CCN=C2SCc2ccc([N+](=O)[O-])cc2)c1	4	-2	i	14	-3	1	31	9	-2	-5
9	COc1ccc(CNC(=O)CCCc2ccccc2)cc1	15	5	i	-4	2	1	14	5	-4	-1
10	O=C(Nc1ccc(Br)cn1)c1coc(=O)c(Br)c1	-3	-20	i	-5	-8	30*	23	0	-2	-3
11	Cc1ccccc1NC(=O)c1ccc2c(c1)C(=O)N(CCC(C)C)C2=O	-2	-7	i	7	2	8	10	4	-3	-2
12	CCn1c2ccccc2c2nnc(SCC(=O)OCN3C(=O)c4ccccc4C3=O)nc21	10	1	i	-16	-3	-4	13	-2	·	0
13	FC(F)(F)c1cccnc1-n1cncn1	16	-4	i	-10	-6	-4	-7	-3	-3	3
14	CCCCNc1c(-c2ccc(SC3CCCCC3)c(OC)c2)nc2ccc(Cl)cn12	9	6	i	·	·	·	5	8	1	0
15	CCOc1ccccc1NC(=O)C(OC(=O)c1ccccc1O)c1ccccc1 (centres undefined)	9	-10	i	-17	10	0	31	20	-1	-5
16	CCCC(=O)Nc1ccc(-c2cn3cccnc3n2)cc1	30	-85	i	-34	0	-3	1	-4	-2	2
17	O=C(O)C1CC=CCC1C(=O)Nc1cccc(C(=O)N2CCCCC2)c1 (centres undefined)	16	6	i	12	6	2	19	0	1	-1
18	Cc1ccc(S(=O)(=O)N2CCCCC2)cc1NC(=O)C1CC(=O)N(c2ccc3c(c2)OCCO3)C1 (centres undefined)	3	14	i	·	·	·	0	3	-1	0
19	O=C(NCc1ccc(Cl)cc1)c1cc2c(nc3sccn32)s1	17	-10	i	-19	2	-3	2	6	-3	1
20	O=C(NC(=S)Nc1ccc(F)c(Cl)c1)C1CC1	-78*	0	i	-42	-3	-4	2	12	-1	2

cpd	canonical_smiles	AI-2 QS mod	aSyn UTR inh	PolyA inh	KLF5 inhibitor	IEC-6 cytotox	HSP90 refold inh	HSF-1 act	HSF1 inhib	GSK3A inh	GSK3B inh
21	COc1ccc(-c2cc(C(=O)OCC(=O)c3c(N)n(C)c(=O)n(C)c3=O)c3ccccc3n2)cc1	5	4	i	-22	-1	-2	9	2	-1	0
22	COc1ccc(CCNS(=O)(=O)c2c(C)nc3scc(C)n3c2=O)cc1OC	9	28	i	-9	0	-5	-1	-1	-2	0
23	C[C@]12C=CC(=O)C=C1CC[C@@H]1[C@@H]2C(=O)C[C@@]2(C)[C@H]1CC[C@]2(O)C(=O)COC(=O)CCC(=O)O	11	0	i	-20	6	-4	-7	-5	-3	1
24	CCN(CC)S(=O)(=O)c1ccc(C)c(NC(=O)CSc2nc3ccc(C)cc3[nH]2)c1	17	-9	i	-51	0	-1	34	12	-3	0
25	O=C(NNC(=O)c1cc(-c2ccc(Cl)cc2)nc2ccccc12)c1csc(N2CCOCC2)n1	25	-3	i	·	·	·	9	2	-1	2
26	COC(=O)[C@@H]1CC[C@H](C)[C@@H](c2ccc(C)cc2)N1C(=O)c1ccc(/C=N/O[C@@H](C)CN2CCCCc3nc(C)c(C)cc32)cc1	57	32	i	-14	-2	-1	9	-4	-3	3
27	CCOc1ccc(N(CC(=O)NC(C)(C)C)S(=O)(=O)c2c(C)noc2C)cc1	23	5	i	10	0	0	1	0	-2	1
28	O=C(NCCS(=O)(=O)N1CCN(Cc2ccccc2)CC1)c1ccccc1	4	7	i	·	·	·	10	1	1	-2
29	CCC(=O)N1CCc2cc(S(=O)(=O)Nc3ccc4c(c3)OCCO4)ccc21	7	-6	i	-37	2	1	-13	-8	-6	2
30	CCC(C)NS(=O)(=O)c1ccc(S(=O)(=O)N2CC=C(c3ccc(F)cc3)CC2)cc1 (centres undefined)	20	37	i	-27	-4	0	1	-3	2	1
31	Cc1cc(C)c(S(=O)(=O)N(C2=NCCS2)S(=O)(=O)c2c(C)cc(C)cc2C)c(C)c1	15	-5	i	12	11	1	17	5	-1	1
32	COc1ccccc1CNC(=O)c1cccc(NC(=O)c2ccccc2)c1	6	10	i	-1	-4	-1	0	4	-2	0
33	O=C(N1CCOCC1)C12CC3CC(C1)CC(n1cnc(Cl)n1)(C3)C2	13	11	i	-10	0	2	2	8	1	2
34	Cc1ccc(S(=O)(=O)N(CC(=O)NCC2CCCO2)Cc2ccc(F)cc2)cc1 (centres undefined)	15	-3	i	-23	0	-6	16	-1	-1	-5
35	O=C(COC(=O)c1cnccn1)c1ccc2ccccc2c1	33	-19	i	17	5	9	·	·	0	0
36	Cc1csc(SCc2nc3sc4c(c3c(=O)[nH]2)CCC4)n1	-1	-19	i	-10	4	0	46	16	·	2
37	COc1ccc(C2(C)NC(=O)N(CC(=O)Nc3ccc(Br)c(C)c3)C2=O)cc1OC (centres undefined)	-7	15	i	-14	5	3	9	-2	0	-1
38	Cc1cccc(S(=O)(=O)N2CN(CC3CCCO3)c3nc4ccccc4nc32)c1 (centres undefined)	13	10	i	-32	1	0	-13	-3	5	1
39	COc1cc(OC)c(C2N(c3ccccn3)C(=O)C3CCCN32)cc1OC (centres undefined)	22	6	i	-23	2	0	-19	-12	0	2
40	Cc1onc(-c2c(Cl)cccc2Cl)c1C(N)=O	15	-39	i	-5	0	1	-8	-6	0	-2

cpd	canonical_smiles	AI-2 QS mod	aSyn UTR inh	PolyA inh	KLF5 inhibitor	IEC-6 cytotox	HSP90 refold inh	HSF-1 act	HSF1 inhib	GSK3A inh	GSK3B inh
41	S=C(NCCc1ccccc1)N1CCN(C(c2ccccc2)c2ccccc2)CC1	16	-1	i	2	-10	-1	-4	-5	4	2
42	CCOC(=O)c1ccc(CC(=O)c2ccc(O)cc2O)o1	0	6	i	-7	3	4	-38	-39	4	-1
43	COc1ccc(NC(=O)C(=O)NCc2ccncc2)c(OC)c1	4	12	i	-19	3	1	-37	-15	-1	0
44	CN1CCN(C2=C(Cl)C(=O)C(c3cnc(N4CCCCC4)s3)=C(Cl)C2=O)CC1	47	-51	i	4	2	2	23	13	0	-3
45	C[C@H](NC(=O)C1CC(=O)N(c2ccc3c(c2)OCCO3)C1)C(=O)NCc1ccco1 (some centres undefined)	11	6	i	-12	-2	-2	0	-1	-2	1
46	Cc1ccc(NC(=O)c2ccc([N+](=O)[O-])o2)c(C)c1	?	-74	i	-37	17	3	44	22	-3	1
47	CC(C)Oc1cccc(NC(=O)c2cnccc2C(F)(F)F)c1	15	-10	i	-19	1	1	9	5	-2	1
48	Cc1ccc(-c2cn3c(n2)SCC3)cc1	5	-144	i	-165	0	-2	3	14	-3	2
49	O=C(C1CCN(Cc2ccc(Cl)cc2)CC1)N1CCN(Cc2ccc3c(c2)OCO3)CC1	17	11	i	-50	-2	4	1	-10	-2	0
50	O=C1CN(S(=O)(=O)c2ccc(Cl)cc2C(F)(F)F)CCN1	20	10	i	-20	0	-5	-6	-4	-2	0
51	Cc1ccc(CN(CC(=O)NC2CCCC2)C(=O)c2csnn2)cc1	4	-21	i	-25	-1	-3	11	3	10	3
52	CC(=O)CSc1nnc(-c2ccc3c(c2)OCO3)o1	18	-15	i	-67	-8	18*	0	2	10	-2
53	OCC1(Cc2cccc(Cl)c2)CCCN(Cc2sc(N3CCCC3)nc2Cl)C1 (centres undefined)	10	0	i	-8	3	2	·	·	13	3
54	COc1ccc(C2=NS(=O)(=O)N(C)C(C(=O)NCc3cccs3)=C2)cc1OC	23	12	i	-37	10	-4	-6	-1	-1	1
55	COCCCNC(=S)N1CCN(C(=O)c2ccco2)CC1	18	-8	i	-17	-5	-1	-18	-4	0	0
56	COc1ccc(NC(=O)COc2nsnc2N2CCCCC2)cc1	16	-7	i	-10	-2	2	3	-6	-3	-1
57	CCN(CCO)C(=S)Nc1cc(C(=O)OC)ccc1C(=O)OC	-5	-4	i	-9	-7	1	4	-12	-3	3
58	NC(=O)c1cc(S(=O)(=O)N2CCc3ccccc3C2)cs1	9	-15	i	-40	2	-1	8	2	1	3
59	Cc1cccc(C(=O)NCCN2CCOCC2)c1[N+](=O)[O-]	3	6	i	-41	-4	-1	-36	-22	1	-2
60	CNC(=O)CN1C(=O)COc2ccc(S(=O)(=O)N3CCCCCC3)cc21	14	2	i	-26	0	0	13	-3	0	-2
